# Screens from PubChem BioAssay.
# HePTP inh: human HePTP phosphatase inhibition; recombinant HePTP phosphatase activity, OD absorbance; inhibition, % at 20 µM; 110,000 tested, 0.64% active; P35236; in the data active means inhibition above about 50%;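 further: plate controls were vehicle for no effect and reference inhibitor for full effect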
# Target sequence (P35236 whole entry, looked up): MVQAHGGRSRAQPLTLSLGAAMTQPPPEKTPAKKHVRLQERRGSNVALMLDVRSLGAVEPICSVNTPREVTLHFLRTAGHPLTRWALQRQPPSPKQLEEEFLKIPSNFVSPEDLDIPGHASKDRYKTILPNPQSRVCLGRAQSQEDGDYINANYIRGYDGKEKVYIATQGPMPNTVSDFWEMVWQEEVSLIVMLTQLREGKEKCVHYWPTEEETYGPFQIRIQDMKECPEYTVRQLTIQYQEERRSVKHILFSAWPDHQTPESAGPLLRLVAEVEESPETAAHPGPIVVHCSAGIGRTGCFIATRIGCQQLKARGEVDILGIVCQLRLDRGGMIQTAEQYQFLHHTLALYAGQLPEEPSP
# BAP1 inh: human BAP1 deubiquitinase inhibition; Q92560; recombinant BAP1, Ub-AMC hydrolysis fluorescence kinetic; active compounds read low; activity remaining (% of control), % at 20 µM; 72,000 tested, 0.48% active;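 active means activity remaining at or below 50% of control, provided the compound also passes the data quality filters; inactive means the rest, including low values that fail the filters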;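 further: 100% = DMSO wells rate and 0% = substrate alone blank rate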
# Target sequence (Q92560 whole entry, looked up): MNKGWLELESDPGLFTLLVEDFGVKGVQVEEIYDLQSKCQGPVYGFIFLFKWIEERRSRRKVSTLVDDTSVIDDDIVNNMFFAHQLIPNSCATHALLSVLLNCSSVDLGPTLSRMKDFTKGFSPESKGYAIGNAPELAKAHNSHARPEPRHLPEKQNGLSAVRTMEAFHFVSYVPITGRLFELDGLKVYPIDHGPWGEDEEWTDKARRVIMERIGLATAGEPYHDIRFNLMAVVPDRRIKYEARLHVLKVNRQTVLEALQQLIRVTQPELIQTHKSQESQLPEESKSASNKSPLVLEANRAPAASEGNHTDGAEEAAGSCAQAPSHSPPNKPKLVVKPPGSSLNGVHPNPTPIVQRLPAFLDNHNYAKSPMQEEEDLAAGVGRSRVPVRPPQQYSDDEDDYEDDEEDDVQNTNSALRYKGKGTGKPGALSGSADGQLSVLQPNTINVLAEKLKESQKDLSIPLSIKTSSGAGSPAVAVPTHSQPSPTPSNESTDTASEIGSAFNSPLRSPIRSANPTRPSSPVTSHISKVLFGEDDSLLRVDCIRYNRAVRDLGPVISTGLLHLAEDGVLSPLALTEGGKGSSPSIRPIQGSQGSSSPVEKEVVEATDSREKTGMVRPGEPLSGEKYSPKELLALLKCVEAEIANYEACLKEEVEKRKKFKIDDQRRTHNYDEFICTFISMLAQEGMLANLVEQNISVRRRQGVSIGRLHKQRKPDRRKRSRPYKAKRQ
# Active calls of the source: *; / = no result given; & = joins results of further samples.
SMILES,HePTP inh,BAP1 inh
CCC(=O)N(Cc1cc2cc(OC)ccc2[nH]c1=O)c1ccccc1C,8,/
CCOc1ccc(C2CC(=O)NC(SCC(=O)OC)=C2C#N)cc1 (stereo not drawn),2,102
CC(=O)NNC(=O)c1ccccc1[N+](=O)[O-],-13,/
CCN(c1ccccc1)c1cc(C)nc2ncnn12,-1,96
CCOc1ccccc1NC(=O)c1c(N)sc2c1CCC(C)C2 (stereo not drawn),3,/
c1cn(CCCNc2ncnc3sc4c(c23)CCC4)cn1,-6,91
CC(=O)Nc1ccccc1NS(=O)(=O)c1ccccc1,7,/
OCCCNc1nc2ccccc2n1Cc1ccccc1,6,/
Cc1ccc(N2C(=O)C3C4CCC(O4)C3C2=O)nc1 (stereo not drawn),3,/
Cc1csc2nc(CNC(=O)c3cccc(C(F)(F)F)c3)cn12,8,86
COCCN1Cc2cccc(C(=O)Nc3cccc(C)c3C)c2C1=O,5,105
COc1cc(NC(=O)c2ccc(I)cc2)c(OC)cc1Cl,-4,/
COc1ccc(OC)c(NC(=O)C(C)Oc2ccccc2)c1 (stereo not drawn),-5,/
O=C(c1ccc(S(=O)(=O)N2CCCCCC2)cc1)N1CCN(c2ccccn2)CC1,7,83
C=C(C)Cc1c(C)nc(-c2ccccc2)[nH]c1=O,7,91
COc1ccc(C(=O)OCCNC(=O)c2c(Cl)nc3ccccn23)cc1,-5,92
Oc1cccnc1-c1ccccc1,15,/
COc1ccc(Cc2nnc(SCC(=O)c3ccccc3)o2)cc1,0,84
Cc1ccc(S(=O)(=O)Nc2ccc3c(c2)ncn3C(C)(C)C)cc1,-3,93
CC(C)(C)c1nnc2sc(SCC(=O)c3ccccc3)nn2c1=O,5,92
CC(C)NC(=O)C1CCN(C(=O)c2cc3sccc3n2Cc2ccc(F)cc2)CC1,7,102
COc1ccc(C(=S)N2CCCC2)c(OC)c1,94*,/
COc1ccc(-c2cc(C(F)(F)F)n3nc(C(=O)Nc4ccccc4C(F)(F)F)cc3n2)cc1,-6,/
Cc1ccc(NC(=O)CSc2nc3ccccc3s2)c([N+](=O)[O-])c1,-5,/
CCn1nnnc1SCC(=O)c1cc(OC)ccc1OC,5,90
Cc1ccc(-c2n[nH]c(=S)n2-c2ccccc2C)cc1,-7,/
O=C(Cn1c2ccccc2c(=O)c2ccccc21)N1CCN(c2ccc([N+](=O)[O-])cc2)CC1,/,92
CC(=O)Nc1nc2c(c(-c3ccccc3)c1C#N)CCCCC2,/,65
CCOC(=O)c1ccc(NC(=O)C2CC2)cc1,-4,98
Cc1nnc(NC(=O)COc2ccccc2)s1,-14,/
COc1ccc(/C=C/C(=O)NC2CCCCCC2)cc1OC,12,/
Cc1cccc(N2C(=O)/C(=C/c3ccco3)SC2=S)c1C,23,/
c1ccc(-c2ccccn2)nc1,/,98
N/C(=N/OC(=O)c1ccccc1I)c1nonc1N,-1,/
COn1c(SCC(=O)N(C)C)nc2ccccc2c1=O,-2,91
COC(=O)c1ccc2c(c1)C=CC1(O2)c2ccccc2-c2ccccc2N1C (stereo not drawn),/,57
N#CSC(C#N)Cc1ccc([N+](=O)[O-])cc1 (stereo not drawn),6,/
COc1ccc(-c2nc3ccccc3nc2N2CCCCC2)cc1,-3,/
CCN(CC)CCCC1(CN)OCCc2ccccc21 (stereo not drawn),1,158
O=C(NNS(=O)(=O)c1ccc(Br)cc1)c1ccncc1,-7,/
CN1CCN(C(=O)c2ccccc2Oc2ccccc2)CC1,4,/
COCCn1c(C)cc(C(=O)CSc2n[nH]c(N)n2)c1C,5,104
CC(=O)c1ccc(N2CCN(C(=O)C3(S(=O)(=O)c4ccc(Cl)cc4)CC3)CC2)cc1,6,135
O=C1NCC(COCc2ccccc2)O1 (stereo not drawn),0,104
O=C(O)C1CCCCC1C(=O)NCCc1c[nH]c2ccccc12 (stereo not drawn),12,81
CC(C)CCOc1cccc(OCC(=O)N(C)C2CCS(=O)(=O)C2)c1 (stereo not drawn),0,90
CCC(CC)C(=O)Nc1nc2ccc(Cl)cc2s1,-9,/
Cc1ccc2c(c1)N1C(=O)c3ccccc3C1C1=C(CC(C)(C)CC1=O)N2 (stereo not drawn),-1,/
CNC(=O)c1cc(S(=O)(=O)N(C)C)ccc1Cl,12,142
CC(NC(=O)c1ccco1)C(=O)OCc1cccc(Cl)c1 (stereo not drawn),-6,77
COC(=O)c1c(NC(=O)CSc2nnnn2-c2ccc3c(c2)OCO3)sc(C)c1C,0,93
Cc1cc(N(C)C)cc(C)[n+]1[O-],5,106
COc1cc(/C=C2/C(=O)NC(=O)N(c3cccc(C)c3)C2=O)ccc1OCCOc1ccccc1,2,/
CC(=O)Nc1cc(NC(=O)CCCC(=O)O)ccc1Cl,3,91
CCOC(=O)C(C#N)C(=S)Nc1ccccc1 (stereo not drawn),-5,/
CC(C)C(=O)Nc1ccc(O)c(-c2nc3cc(Cl)ccc3o2)c1,8,/
Cc1ccc(NC(=S)NC(=O)c2sc3ccccc3c2Cl)cc1,-4,/
CCN(CCNS(=O)(=O)c1ccc2c(c1)oc(=O)n2C)c1ccccc1,6,102
Cc1ccc2oc(-c3cc(NC(=O)/C=C/c4ccccc4)ccc3O)nc2c1,-15,/
O=c1cc(-c2ccccc2)nc2nc(CCc3ccccc3)[nH]n12,12,99

# Further records follow:
SMILES,HePTP inh,BAP1 inh
CCOC(=O)C1=C(C)N=c2s/c(=C\c3ccc(N(C)C)cc3)c(=O)n2C1c1ccc(OC)c(OC)c1 (stereo not drawn),-7,/
CCCCCNC(=O)C(C#N)c1nc2ccccc2nc1N1CCCC1 (stereo not drawn),2,61
CCCc1cc(=O)[nH]c(SCC(=O)Nc2cc3c(cc2C(C)=O)OCO3)n1,10,113
CC(=O)Nc1ccc(NC(=O)Cn2cnc3c2c(=O)n(C)c(=O)n3C)cc1,1,/
O/N=C(/c1ccccc1)c1cc2c(s1)CCCC/C2=N/O,-27,/
COc1ccc(Cl)cc1NC1=C(Cl)C(=O)N(c2ccc(Br)cc2)C1=O,-3,/
CCn1c2ccccc2c2cc(CNCCc3cccc(F)c3)ccc21,2,/
CC(=O)CC(=O)Nc1ccc(Cl)c(Cl)c1,-20,/
O=C(Oc1ccccc1)c1ccc(-n2cnnn2)cc1,0,99
Cc1cc(NC(=O)CCC(=O)N(CCC(C)C)CC(=O)NCC2CCCO2)no1 (stereo not drawn),8,94
C=CCn1c(SCc2ccc(OC)cc2)nnc1-c1cccnc1,2,107
COc1ccc2nc(N3CCCC(C(=O)NCCCN4CCN(C)CC4)C3)sc2c1 (stereo not drawn),3,/
COc1ccc(NC(=O)c2c(-c3c(F)cccc3Cl)noc2C)c([N+](=O)[O-])c1,-12,/
CC1=NOC(=O)/C1=C/c1ccc(C)cc1,-13,/
COC(=O)Oc1ccc2c(=O)c(-c3ccccc3OC)coc2c1,4,/

# Looked up by structure from above, 3 records:
SMILES,HePTP inh,BAP1 inh
COC(=O)Oc1ccc2c(=O)c(-c3ccccc3OC)coc2c1,4,/
CCOC(=O)C1=C(C)N=c2s/c(=C\c3ccc(N(C)C)cc3)c(=O)n2C1c1ccc(OC)c(OC)c1 (stereo not drawn),-7,/
CC(=O)CC(=O)Nc1ccc(Cl)c(Cl)c1,-20,/

# Further results
SMILES,HePTP inh,BAP1 inh
CC(=O)Nc1ccc2nc(C3CCCCC3)[nH]c2c1,4,98
COc1ccc(C)cc1NC(=O)COc1ccc(Cl)cc1Cl,-4,/
COc1ccc(S(=O)(=O)N2CCN(Cc3ccccn3)CC2)cc1,-9,/
CCn1cc(C(=O)NCc2ccco2)c(=O)c2cc(S(=O)(=O)N3CCc4ccccc4C3)ccc21,5,66
Cc1ccc(-n2ncc3c(NCCCOC(C)C)ncnc32)c(C)c1,8,68
O=C(CCN1CCCCC1c1cccnc1)NCc1ccccc1 (stereo not drawn),7,108
Cc1cc(C)c(OCCNC(C)(C)C)c(Cl)c1,9,/
CC1(C)C(c2ccccn2)=[N+]([O-])C(C)(C)N1O,5,96
CCOC(=O)C1=C(C)NC(=S)NC1c1ccc(Cl)c(Cl)c1 (stereo not drawn),3,/
COc1cccc(/C=C2\SC(=S)N(CCC(=O)Nc3cccc(OC)c3)C2=O)c1,5,/
O=C(Nc1ccccc1C(F)(F)F)c1cc(-c2ccccc2O)on1,2,63
CN1CCN(CC(=O)n2c3c(c4ccccc42)CCCC3)CC1,11&7,115
Clc1ccc(-c2nnc(-c3ccc4c(c3)OCO4)o2)c(Cl)c1,7,/
O=C(Nc1cccc(C(F)(F)F)c1)c1ccc(NC(=O)c2cccc(Br)c2)cc1,/,210
COc1ccc(-c2nnc(NC(=O)c3ccc(C)cc3)s2)cc1OC,8,/

# Entries of single compounds from above. Values in the order: HePTP inh	BAP1 inh
# Listed for CC(=O)Nc1ccc2nc(C3CCCCC3)[nH]c2c1 → 4	98
# Listed for Cc1ccc(-n2ncc3c(NCCCOC(C)C)ncnc32)c(C)c1 → 8	68
# Listed for COc1ccc(C)cc1NC(=O)COc1ccc(Cl)cc1Cl → -4	/
# Listed for O=C(Nc1cccc(C(F)(F)F)c1)c1ccc(NC(=O)c2cccc(Br)c2)cc1 → /	210
# Listed for Cc1cc(C)c(OCCNC(C)(C)C)c(Cl)c1 → 9	/

# More structures follow.
SMILES,HePTP inh,BAP1 inh
Cc1nnc(SCC(=O)Nc2ccc(Oc3ccccc3)cc2)n1N,4,81
O=C(Nc1ccccc1OC(F)(F)F)c1sc2ccccc2c1Cl,-4,/
Cc1cnn(C(=O)c2ccccc2Br)c1,4,/
COc1ccc(S(=O)(=O)N2CCCC(C(=O)N3CCN(C)CC3)C2)cc1C (stereo not drawn),3,117
CC(C)CNC(=O)CC(=O)N/N=C/c1ccc(C(=O)O)cc1,-2,/
COc1ccc(OC)c(C(C)NC=O)c1 (stereo not drawn),7&8,87
Cc1ccc(C23CC4CC(CC(C(=O)O)(C4)C2)C3)cc1,3,/
COc1ccccc1NC(=O)C(Cc1ccc(Cl)cc1)c1nn[nH]n1 (stereo not drawn),3,113
CN1CCN(C(=O)/C(=C/c2cccnc2)NC(=O)c2cccc(Br)c2)CC1,-8,/
COc1cccc(CN2CCN(C(=O)c3ccccc3)CC2)c1,-3,/
O=S(=O)(NCCc1ccccc1)c1ccc(S(=O)(=O)N2CCCCC2)cc1,10,120
Nc1c(C(=O)NCCN2CCOCC2)c2nc3ccccc3nc2n1-c1ccccc1,0,/
O=C(CSc1nc(C2CC2)nc2sc3c(c12)CCCC3)NCc1ccco1,1,86
CCC(=Nc1ccccc1C)C1=C(O)CC(C)(C)CC1=O,2,/
O=C(CN(c1ccccc1)S(=O)(=O)c1ccccc1[N+](=O)[O-])Nc1ccc(Br)cc1,-5,/
CC(Oc1ccccc1)C(=O)Nc1ccc(-c2nc3ccccc3o2)cc1 (stereo not drawn),7,/
O=C(Cn1c(NCCO)nc2ccccc21)c1cccs1,-4,102
O=C(NC(NC(=S)Nc1ccccc1Cl)C(Cl)(Cl)Cl)c1ccccc1Br (stereo not drawn),-5,/
COc1cc(C2Nc3ccc4ccccc4c3C3=C2C(=O)CC(C)(C)C3)cc(OC)c1O (stereo not drawn),11,/
O=C(Cc1ccccc1[N+](=O)[O-])NCc1ccco1,/,84
C=CCN1C(=O)/C(=C/c2cc(I)cc(I)c2OC)SC1=S,-10,/
CCC(=O)NC1=C(C#N)C2(CCCC2)Cc2ccccc21,-1,118
COc1ccc(NC2=CC(c3ccc(OC)cc3)N(c3ccc(OC)cc3)C2=O)cc1 (stereo not drawn),-15,/
CC(=O)C1=C(C)NC(c2ccc(Cl)cc2Cl)NC1c1ccc(Cl)cc1Cl (stereo not drawn),6,/
CC(=O)Nc1nnc(SCc2ccc(F)cc2)s1,/,176
COc1cc(C2NC(=O)NC(O)(C(F)(F)F)C2C(C)=O)cc(OC)c1OC (stereo not drawn),8,112
COc1ccc(-c2nnc(SC)n2C)cc1,3,108
CCc1cc(C(=O)Cc2ccc(F)cc2)c(O)cc1O,7,86
CC1CCN(c2nc3ccccc3nc2C(C#N)C(=O)NC2CCCCC2)CC1 (stereo not drawn),7,80
CCOc1nc(C)ccc1-c1noc(C)n1,-5,89
CCOC(=O)C1=C(C)NC(=S)NC1c1cccc(Br)c1 (stereo not drawn),-11,/
O=C(NC1CCN(Cc2ccccc2)CC1)c1ccc(Br)cc1,-7,/
O=C1Nc2ccc(NS(=O)(=O)c3cccs3)c3cccc1c23,7,105
O=C(NCCc1ccncc1)Nc1ccccc1Cl,0,116
COc1ccccc1CNc1ncnc2nc[nH]c12,-3,98
Cc1ccsc1C1Nc2ccccc2NC2=C1C(=O)CC(C)(C)C2 (stereo not drawn),/,71

# 6 neighbouring compounds out of the list so far, quoted:
SMILES,HePTP inh,BAP1 inh
CCc1cc(C(=O)Cc2ccc(F)cc2)c(O)cc1O,7,86
CC1CCN(c2nc3ccccc3nc2C(C#N)C(=O)NC2CCCCC2)CC1 (stereo not drawn),7,80
CCOc1nc(C)ccc1-c1noc(C)n1,-5,89
CCOC(=O)C1=C(C)NC(=S)NC1c1cccc(Br)c1 (stereo not drawn),-11,/
O=C(NC1CCN(Cc2ccccc2)CC1)c1ccc(Br)cc1,-7,/
O=C1Nc2ccc(NS(=O)(=O)c3cccs3)c3cccc1c23,7,105

# Five entries out of the list above, ordered by the number in HePTP inh, falling.
SMILES,HePTP inh,BAP1 inh
O=C1Nc2ccc(NS(=O)(=O)c3cccs3)c3cccc1c23,7,105
O=C(NCCc1ccncc1)Nc1ccccc1Cl,0,116
COc1ccccc1CNc1ncnc2nc[nH]c12,-3,98
O=C(NC1CCN(Cc2ccccc2)CC1)c1ccc(Br)cc1,-7,/
CCOC(=O)C1=C(C)NC(=S)NC1c1cccc(Br)c1 (stereo not drawn),-11,/
